Assay outcomes from PubChem.
DYRK1A inh: blocks rat Dyrk1A kinase activity | 310,000 tested, 0.43% active | ADP-Glo luminescence, NFATc1 peptide | AID 504441 | inhibition, % at 12.5 µM | Q63470; in the data active = inhibition above about 50%;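 note: plate controls were vehicle with enzyme for no effect and no enzyme for full effect; many of its hits are not listed in these tables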
KCNK3 inh: human KCNK3 channel inhibition, primary screen; 340,000 tested, 0.84% active; CHO-KCNK3 thallium flux, FluxOR fluorescence; active compounds read low; AID 602410; B-score at 10 µM; O14649;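 active = B-score under library mean minus 4 SD, starting fluorescence ratio at most library mean plus 5 SD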;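 note: more negative B-score means stronger inhibition of thallium flux through KCNK3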
RGS4 act: potentiators or activators of RGS4; 310,000 tested, 0.92% active; HEK293 M3R/inducible RGS4, carbachol calcium flux Fluo4; active compounds read low; B-score at 10 µM;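 active = B-score of the integrated calcium signal more than 4 SD below the library mean, with starting fluorescence not abnormally high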;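 note: negative B-score means reduced calcium response which marks RGS4 activation or potentiation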
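test system = HEK293 cells with stable M3R and inducible RGS4 | schedule = recording 10 s baseline at 1 Hz, 100 s post-agonist | technique = Fluo4-AM (2 µM) calcium-flux fluorescence, kinetic read | measure = Agonist-evoked peak-minus-minimum fluorescence over baseline, integrated ratio, B score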
KCNK9 inh: human KCNK9 channel inhibition | HEK293 KCNK9, FluxOR thallium flux fluorescence; active compounds read low | B-score at 10 µM | 310,000 tested, 1.2% active;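 active = ratio B-score over 3 SD below the library mean, with starting fluorescence within 5 SD of its mean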;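 note: negative B-score means less thallium flux so channel inhibition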
KCNQ1 pot: human KCNQ1 channel potentiation or activation; CHO-K1 KCNQ1, thallium flux FluxOR fluorescence; active compounds read high; B-score at 10 µM; 310,000 tested, 0.35% active;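 active = fluorescence ratio B-score, a plate-corrected score, at least three library SD, with initial intensity B-score within 5 SD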
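Test system: CHO-K1 cells stably expressing KCNQ1 / Medium: assay buffer / Also added: depolarizing K+/Tl+ stimulus, K2SO4 and Tl2SO4 each 12.5 mM in 5x stock / Incubation: 90 min dye loading and 20 min compound exposure, both at room temperature / Signal: thallium influx via FluxOR fluorescence, kinetic imaging / Evaluation: B score of baseline-normalized fluorescence ratio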
hERG protect: hERG (human) protection from proarrhythmic block. Q12809. CHO-hERG, FluxOR thallium flux, dofetilide IC70 present. activation (rescue from dofetilide block), less the hit threshold, % at 10 µM. 310,000 tested, 0.51% active. AID 1511;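 active = activation above the mean of controls blocked by dofetilide plus 5 SD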;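 note: thallium influx through hERG after potassium depolarization seen as dye fluorescence rise; in these data hits start at about 4.7%; inactives centre near -7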
Target sequence (Q12809 whole entry, looked up): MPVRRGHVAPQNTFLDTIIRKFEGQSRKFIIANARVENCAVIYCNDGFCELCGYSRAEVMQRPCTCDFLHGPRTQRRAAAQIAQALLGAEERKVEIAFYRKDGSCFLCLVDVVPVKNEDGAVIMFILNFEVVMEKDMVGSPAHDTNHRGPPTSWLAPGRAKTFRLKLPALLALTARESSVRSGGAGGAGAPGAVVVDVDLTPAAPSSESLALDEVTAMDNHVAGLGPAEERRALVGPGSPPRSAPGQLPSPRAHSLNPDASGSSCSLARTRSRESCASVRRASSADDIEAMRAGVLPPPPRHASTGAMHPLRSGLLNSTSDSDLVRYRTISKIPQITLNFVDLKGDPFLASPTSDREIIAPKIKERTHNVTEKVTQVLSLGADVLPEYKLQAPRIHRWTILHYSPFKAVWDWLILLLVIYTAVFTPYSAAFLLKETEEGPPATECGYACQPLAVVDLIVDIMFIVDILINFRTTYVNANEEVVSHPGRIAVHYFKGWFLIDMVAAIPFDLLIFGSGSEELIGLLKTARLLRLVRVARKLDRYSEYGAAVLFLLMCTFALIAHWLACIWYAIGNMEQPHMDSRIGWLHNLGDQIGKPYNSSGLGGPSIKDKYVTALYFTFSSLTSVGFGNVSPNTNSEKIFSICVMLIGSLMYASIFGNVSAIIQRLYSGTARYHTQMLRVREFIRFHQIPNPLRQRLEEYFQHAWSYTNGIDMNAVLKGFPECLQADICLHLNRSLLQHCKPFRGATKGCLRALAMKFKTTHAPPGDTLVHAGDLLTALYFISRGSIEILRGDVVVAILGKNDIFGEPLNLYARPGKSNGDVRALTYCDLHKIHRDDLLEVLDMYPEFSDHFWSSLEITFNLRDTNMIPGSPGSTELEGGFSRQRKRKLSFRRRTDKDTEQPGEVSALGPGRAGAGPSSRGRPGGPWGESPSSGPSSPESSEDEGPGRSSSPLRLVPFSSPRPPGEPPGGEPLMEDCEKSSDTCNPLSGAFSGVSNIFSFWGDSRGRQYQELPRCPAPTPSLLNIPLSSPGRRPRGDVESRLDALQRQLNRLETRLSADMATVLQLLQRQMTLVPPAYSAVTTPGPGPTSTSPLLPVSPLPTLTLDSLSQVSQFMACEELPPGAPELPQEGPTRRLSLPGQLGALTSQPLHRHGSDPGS
GSK3B inh: inhibitors of human GSK3beta kinase | activity score (negative = inhibition), % at 10 µM | 300,000 tested, 0.038% active | GST-GSK3beta kinase, ADP-Glo luminescence, 60 min; active compounds read low | AID 2097;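 active = more than half of replicate wells score below -50%, meaning over 50% inhibition versus plate controls; inconclusive = some replicates but at most half score below -50%; inactive = no replicate scores below -50%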;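 note: 0% = median DMSO wells and -100% = median GW8510 positive control wells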
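Assay system: GST-tagged human GSK3beta kinase, cell-free; Input: 1.6 ng GSK3beta; Medium: Tris/MgCl2 kinase buffer; Timing: 60 min enzyme reaction, room temperature; Signal: ADP-Glo luminescence quantifying ADP generated by kinase; Evaluation: score relative to plate controls; Benchmarks: DMSO neutral wells and GW8510 at 20 µM as positive.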
PolyA inhibitor: blocks polyadenylation in yeast reporter cells; S. cerevisiae SKY197-pL101 polyadenylation reporter, beta-gal luminescence; efflux-impaired pdr1/pdr3 knockout yeast; score 100 = 6 SD above DMSO; 300,000 tested, 0.02% active; AID 1875; calls only at 12 µM;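 active = lowest replicate activity score at least 50, where 100 means six control SD above control mean; inconclusive = lowest score under 50 but half or more replicates reach 50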;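 note: yeast exposed to compound for 9 h at 30 °C; higher score means more reporter readthrough which indicates perturbed polyadenylation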
KCNQ1 inh: human KCNQ1 channel inhibition; CHO-K1 KCNQ1, FluxOR thallium flux fluorescence; active compounds read high; 310,000 tested, 1.3% active; B-score at 10 µM; P51787;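 active = compounds whose thallium flux B-score, printed positive for inhibition, exceeds three library SD while starting fluorescence stays within three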;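 note: channel opened by potassium depolarization with thallium stimulus after 20 min compound exposure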
HDAC3 inhib: inhibitors of human histone deacetylase 3; recombinant HDAC3, fluorogenic peptide/trypsin coupled, fluorescence; inhibition, % at 8.3 µM; 320,000 tested, 0.15% active; AID 2718; in the data active = inhibition above about 26%, passing the limit was not always enough; inconclusive = no clear call, values can overlap the other calls
GSK3 alpha inh: blocks human GSK-3 alpha kinase; P49840; ADP-Glo luminescence, 60 min; inhibition, % at 10 µM; 320,000 tested, 0.1% active; AID 2650;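 in the data active = inhibition above about 50%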;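 note: GST-tagged GSK-3 alpha with peptide substrate and 25 µM ATP; 0% = DMSO neutral wells and 100% = GW8510 positive control wells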
An asterisk follows results filed as active.

CCOC(=O)C(CCOc1cccc(CC)c1)C(=O)OCC was read as DYRK1A inh 11, KCNK3 inh inactive, RGS4 act inactive, KCNK9 inh inactive, KCNQ1 pot inactive, hERG protect -9, GSK3B inh 4, PolyA inhibitor inactive, KCNQ1 inh inactive, HDAC3 inhib 8 and GSK3 alpha inh -2.
`COc1cc(/C=C/C(=O)OCN2C(=O)c3ccccc3C2=O)ccc1OC(F)F` gave DYRK1A inh -8, KCNK3 inh inactive, RGS4 act inactive, KCNK9 inh inactive, KCNQ1 pot inactive, hERG protect -9, GSK3B inh 4, PolyA inhibitor inactive, KCNQ1 inh inactive and HDAC3 inhib 2.
COc1cccc(O)c1CN1CCCC(C(=O)c2cccc(C(F)(F)F)c2)C1 (centres undefined) was read as DYRK1A inh 0, KCNK3 inh inactive, RGS4 act -7.5*, KCNK9 inh inactive, KCNQ1 pot inactive, hERG protect -29, GSK3B inh -1, PolyA inhibitor inactive, KCNQ1 inh inactive, HDAC3 inhib 2 and GSK3 alpha inh 1.
Screening CC(C)(C)S(=O)(=O)/C(C#N)=N/Nc1ccc(Cl)cc1 returned DYRK1A inh 0, KCNK3 inh inactive, RGS4 act inactive, KCNK9 inh inactive, KCNQ1 pot inactive, hERG protect -10, GSK3B inh 3, PolyA inhibitor inactive, KCNQ1 inh inactive, HDAC3 inhib 4 and GSK3 alpha inh -1.
For CC1CN(C(=S)SCC(=O)c2ccc([N+](=O)[O-])cc2)CC(C)O1 (centres undefined) the results were DYRK1A inh 12, KCNK3 inh inactive, RGS4 act inactive, KCNK9 inh inactive, KCNQ1 pot inactive, hERG protect -7, GSK3B inh 2, PolyA inhibitor inactive, KCNQ1 inh inactive, HDAC3 inhib 2 and GSK3 alpha inh -1.
`Cc1cc(NC(=O)c2cccs2)n(-c2nc3ccccc3[nH]2)n1` gave DYRK1A inh 2, KCNK3 inh inactive, RGS4 act inactive, KCNK9 inh inactive, KCNQ1 pot inactive, hERG protect -7, GSK3B inh 1, PolyA inhibitor inactive, KCNQ1 inh inactive, HDAC3 inhib 1 and GSK3 alpha inh -4.
`Cc1cc(C)c(NC(=O)CN)c(C)c1` gave DYRK1A inh 3, KCNK3 inh inactive, RGS4 act inactive, KCNK9 inh inactive, KCNQ1 pot inactive, hERG protect -14, GSK3B inh -1, PolyA inhibitor inactive, KCNQ1 inh inactive and HDAC3 inhib 1.
CC1CCC2C(=O)N(c3ccc(S(=O)(=O)c4ccccc4)cc3)C(=O)C2C1 (centres undefined) was read as DYRK1A inh -8, KCNK3 inh inactive, RGS4 act inactive, KCNK9 inh inactive, KCNQ1 pot inactive, hERG protect -6, GSK3B inh 1, PolyA inhibitor inactive, KCNQ1 inh inactive, HDAC3 inhib inconclusive and GSK3 alpha inh -4.
Screening O=Cc1ccc(Oc2ncccn2)cc1 returned DYRK1A inh -6, KCNK3 inh inactive, RGS4 act inactive, KCNK9 inh inactive, KCNQ1 pot inactive, hERG protect -1, GSK3B inh -2, PolyA inhibitor inactive, KCNQ1 inh inactive, HDAC3 inhib -12 and GSK3 alpha inh 0.
CCOc1ccc(NC(=O)NC(C)CC)cc1 (centres undefined) was read as DYRK1A inh 3, KCNK3 inh inactive, RGS4 act inactive, KCNK9 inh inactive, KCNQ1 pot inactive, hERG protect -13, GSK3B inh -3, PolyA inhibitor inactive, KCNQ1 inh inactive, HDAC3 inhib -1 and GSK3 alpha inh -2.
`COc1ccc(NC(=O)CCC(=O)Nc2cc(OC)c(NC(=O)c3cccs3)cc2OC)cc1` gave DYRK1A inh 3, KCNK3 inh inactive, RGS4 act inactive, KCNK9 inh inactive, KCNQ1 pot inactive, hERG protect -10, PolyA inhibitor inactive, KCNQ1 inh inactive, HDAC3 inhib 1 and GSK3 alpha inh -2.
For COc1ccc(OCC(O)CNCCOc2ccccc2OC)c(C(C)(C)C)c1 (centres undefined) the results were KCNK3 inh inactive, RGS4 act inactive, KCNK9 inh inactive, KCNQ1 pot inactive, hERG protect -15, GSK3B inh 2, PolyA inhibitor inactive, KCNQ1 inh inactive, HDAC3 inhib 9 and GSK3 alpha inh 5.
Screening Cc1ccc2cc3cc(C(=O)N4CCN(Cc5ccccc5)CC4)sc3nc2c1 returned DYRK1A inh 5, KCNK3 inh inactive, RGS4 act inactive, KCNK9 inh inactive, KCNQ1 pot inactive, hERG protect -2, GSK3B inh 3, PolyA inhibitor inactive, KCNQ1 inh inactive, HDAC3 inhib 3 and GSK3 alpha inh 1.
C=CCn1c(SCC(=O)c2ccccc2)nnc1-c1cc2ccccc2o1 was read as DYRK1A inh 3, KCNK3 inh inactive, RGS4 act inactive, KCNK9 inh inactive, KCNQ1 pot inactive, hERG protect -7, GSK3B inh 2, PolyA inhibitor inactive, KCNQ1 inh inactive, HDAC3 inhib 4 and GSK3 alpha inh -3.
`CC1CCN(C(=O)c2ccc(NS(=O)(=O)c3ccccc3)cc2)CC1` gave DYRK1A inh 4, KCNK3 inh inactive, RGS4 act inactive, KCNK9 inh inactive, KCNQ1 pot inactive, hERG protect -11, GSK3B inh 3, PolyA inhibitor inactive, KCNQ1 inh inactive, HDAC3 inhib -7 and GSK3 alpha inh -1.
CCOC(=O)C1CCCN(CCC(=O)Nc2cccc(C)c2)C1 (centres undefined) was read as DYRK1A inh 2, KCNK3 inh inactive, RGS4 act inactive, KCNK9 inh inactive, KCNQ1 pot inactive, hERG protect -1, GSK3B inh 3, PolyA inhibitor inactive, KCNQ1 inh inactive, HDAC3 inhib -2 and GSK3 alpha inh 0.
Screening COc1ccccc1C(=O)NCC(=O)NC1CCCc2ccccc21 (centres undefined) returned DYRK1A inh -2, KCNK3 inh inactive, RGS4 act inactive, KCNK9 inh inactive, KCNQ1 pot inactive, hERG protect -6, GSK3B inh 4, PolyA inhibitor inactive, KCNQ1 inh inactive, HDAC3 inhib -2 and GSK3 alpha inh -3.
For Cc1nnc2c(NC3CCCC3)nc3ccccc3n12 the results were DYRK1A inh 0, KCNK3 inh inactive, RGS4 act inactive, KCNK9 inh inactive, KCNQ1 pot inactive, hERG protect -7, GSK3B inh 3, PolyA inhibitor inactive, KCNQ1 inh inactive, HDAC3 inhib -4 and GSK3 alpha inh 1.
Cc1ccsc1/C=N/n1c(COc2ccccc2)n[nH]c1=S was read as DYRK1A inh 2, KCNK3 inh inactive, RGS4 act inactive, KCNK9 inh inactive, KCNQ1 pot inactive, hERG protect -7, GSK3B inh -5, PolyA inhibitor inactive, KCNQ1 inh inactive, HDAC3 inhib 3 and GSK3 alpha inh 0.
CCOC(=O)c1c(N)sc2c1CCC1C(=O)N(C3CCCCC3)C(=O)C21 (centres undefined) was read as DYRK1A inh 1, KCNK3 inh inactive, RGS4 act inactive, KCNK9 inh inactive, KCNQ1 pot inactive, hERG protect -8, GSK3B inh 3, PolyA inhibitor inactive, KCNQ1 inh inactive, HDAC3 inhib 4 and GSK3 alpha inh 0.
CC(=O)Nc1ccc(S(=O)(=O)NCCc2cn3nc(C)c(C)nc3n2)cc1 was read as DYRK1A inh -3, KCNK3 inh inactive, RGS4 act inactive, KCNK9 inh inactive, KCNQ1 pot inactive, hERG protect -7, GSK3B inh -2, PolyA inhibitor inactive, KCNQ1 inh inactive, HDAC3 inhib -17 and GSK3 alpha inh 2.
N#CCc1nn2c(-c3ccccc3)ccnc2c1C#N was read as DYRK1A inh -1, KCNK3 inh inactive, RGS4 act inactive, KCNK9 inh inactive, KCNQ1 pot inactive, hERG protect -3, GSK3B inh -1, PolyA inhibitor inactive, KCNQ1 inh inactive, HDAC3 inhib -36 and GSK3 alpha inh -1.
`Cc1cccc(NC(=S)NC(=O)/C=C/c2ccco2)n1` gave DYRK1A inh -2, KCNK3 inh inactive, RGS4 act inactive, KCNK9 inh inactive, KCNQ1 pot inactive, hERG protect -11, GSK3B inh -3, PolyA inhibitor inactive, KCNQ1 inh inactive, HDAC3 inhib 5 and GSK3 alpha inh 1.
`CC(C)(C)n1nc2c(c1NC(=O)Cc1cccc3ccccc13)CS(=O)(=O)C2` gave DYRK1A inh 0, KCNK3 inh inactive, RGS4 act inactive, KCNK9 inh inactive, KCNQ1 pot inactive, hERG protect -9, GSK3B inh 3, PolyA inhibitor inactive, KCNQ1 inh inactive, HDAC3 inhib -8 and GSK3 alpha inh -2.
Screening CCCCCCCCOC(=O)c1ccc(N)cc1 returned DYRK1A inh -1, KCNK3 inh inactive, RGS4 act inactive, KCNK9 inh inactive, KCNQ1 pot inactive, hERG protect -11, GSK3B inh 1, PolyA inhibitor inactive, KCNQ1 inh inactive, HDAC3 inhib 9 and GSK3 alpha inh -3.
`O=C(c1ccccc1)N1CCN(S(=O)(=O)c2cccs2)CC1` gave KCNK3 inh inactive, RGS4 act inactive, KCNK9 inh inactive, KCNQ1 pot inactive, hERG protect -8, GSK3B inh 1, PolyA inhibitor inactive, KCNQ1 inh inactive, HDAC3 inhib 0 and GSK3 alpha inh -2.
Screening COCP(=O)(c1ccccc1)c1ccccc1 returned KCNK3 inh inactive, RGS4 act inactive, KCNK9 inh inactive, KCNQ1 pot inactive, hERG protect -6, GSK3B inh 2, PolyA inhibitor inactive, KCNQ1 inh inactive, HDAC3 inhib -1 and GSK3 alpha inh -3.
CC1=C(C(=O)Nc2ccccc2C(=O)N2CCCCC2)SCCO1 was read as DYRK1A inh -3, KCNK3 inh inactive, RGS4 act inactive, KCNK9 inh inactive, KCNQ1 pot inactive, hERG protect 1, GSK3B inh 5, PolyA inhibitor inactive, KCNQ1 inh inactive, HDAC3 inhib 6 and GSK3 alpha inh -3.
O=C(NCc1nc2ccccc2[nH]1)c1ccc(Cl)c(S(=O)(=O)N2CCCC2)c1 was read as DYRK1A inh -1, KCNK3 inh inactive, RGS4 act inactive, KCNK9 inh inactive, KCNQ1 pot inactive, hERG protect -11, GSK3B inh 2, PolyA inhibitor inactive, KCNQ1 inh inactive, HDAC3 inhib -2 and GSK3 alpha inh -5.

A portion of the library; rates above refer to the full screens.
